GLP-1R agonist = qHTS of GLP-1 Receptor Agonists; Glucagon-like peptide 1 receptor (Homo sapiens), P43220; HEK293 GLP-1R CRE-luciferase, luminescence, 4-6 h; cells express a hypersensitive GLP-1R form; Potency, µM (series often up to 45.6 µM), inactives show at the top dose activation, usual class: activators; hit rate 0.007% among 380,000; further: % of control where 0% means no effect
Target sequence (P43220 whole entry, looked up): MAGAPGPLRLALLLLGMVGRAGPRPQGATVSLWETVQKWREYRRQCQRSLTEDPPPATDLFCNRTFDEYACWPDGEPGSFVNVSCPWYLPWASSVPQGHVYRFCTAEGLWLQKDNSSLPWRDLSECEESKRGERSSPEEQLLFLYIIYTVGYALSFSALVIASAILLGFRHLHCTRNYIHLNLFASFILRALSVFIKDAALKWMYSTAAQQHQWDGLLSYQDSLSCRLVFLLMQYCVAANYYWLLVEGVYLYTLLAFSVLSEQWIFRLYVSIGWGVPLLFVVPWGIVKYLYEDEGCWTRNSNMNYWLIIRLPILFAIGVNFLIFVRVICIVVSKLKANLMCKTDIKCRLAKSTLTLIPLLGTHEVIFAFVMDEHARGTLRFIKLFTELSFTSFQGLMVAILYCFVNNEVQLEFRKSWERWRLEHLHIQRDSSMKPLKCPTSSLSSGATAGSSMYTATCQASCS
KB-3-1 cytotox = qHTS assay for MDR1-selective chemotherapeutics: Primary screen using the parental adenocarcinoma cell KB-3-1; AID 1347075, 2019; KB-3-1 viability, CellTiter-Glo ATP luminescence, 72 h; Potency, µM (highest dose often 46.1 µM), inactives show at the top dose activity change, negative = cytotoxic, most hits filed as cytotoxic; hit rate 1.4% among 400,000; further: on the % scale 0 is the no-effect control and ±100 the full control effect; nearly all actives have a fitted effect of over 60% in size
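72 h, 37 °C compound treatment of KB-3-1 parental cells; CellTiter-Glo added, 10 min, luminescence read. Data corrected against DMSO-only plates and normalized before curve fitting.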
HT1080 IDH1KD tx = qHTS for induction of synthetic lethality in tumor cells producing 2HG: qHTS for the HT-1080-IDH1KD cell line. Potency, µM (titrated, usually from 46.1 µM), without a hit: at the top dose activity, negative = toxicity, actives largely listed as cytotoxic. hit rate 2% among 360,000. HT-1080 IDH1 knockdown viability, ATP luminescence, 48 h. AID 686971, 2013;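 further: 0% = DMSO wells and -100% = cell-free medium wells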
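Knockdown cells (IDH1KD HT-1080) received compounds 2 h after plating at 750 cells/well and were kept 48 h at 37 °C in 5% FBS RPMI. A CellTiter-Glo luminescence read gave % activity for curve fitting.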
GLP1R cytotox = qHTS of GLP-1 Receptor Inverse Agonists: Cytotox Screen; HEK293 cAMP-luciferase reporter cells, luminescence, 24 h; Potency, µM (highest dose often 38.3 µM), without a hit: at the highest dose activity change, negative = inhibition, hits mostly inhibitors; hit rate 0.13% among 410,000;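 further: loss of luciferase light is scored as toxicity; on the % scale 0 is the no-effect control and ±100 the full control effect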
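MLSMR compounds, 24 hr on cells at 37 deg C/5% CO2; luminescence after luciferase reagent (12 min RT). Inhibition counted as the undesired cytotoxic outcome.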
HT1080-NT tox = qHTS for induction of synthetic lethality in tumor cells producing 2HG: qHTS for the HT-1080-NT fibrosarcoma cell line | HT-1080-NT fibrosarcoma viability, CellTiter-Glo ATP luminescence, 48 h | Potency, µM (series often up to 46.1 µM), without a hit: at the highest dose activity, negative = less viability, actives largely listed as cytotoxic | hit rate 1.6% among 360,000;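 further: NT is the 2HG producing partner of a matched IDH1 knockdown line; 0% = DMSO-treated cells and -100% = media-only wells without cells; nearly all actives have a fitted effect of over 55% in size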
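Toxicity toward the 2HG-producing NT line was scored as %Activity, normalised to DMSO and no-cell wells, from CellTiter-Glo luminescence after 48 hours' treatment.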
GLP1R inv ag = qHTS of GLP-1 Receptor Inverse Agonists (Inhibition Mode); Potency, µM (series often up to 38.3 µM), without a hit: at the top dose activity change, negative = inhibition, most hits filed as inhibitors; hit rate 1.6% among 410,000; Glucagon-like peptide 1 receptor (Homo sapiens), P43220; AID 624417, 2012; HEK293 GLP-1R CRE-luciferase, luminescence, 24 h; GLP-1R form is constitutively active; further: on the % scale 0 is the no-effect control and ±100 the full control effect; nearly all actives have a fitted effect of over 55% in size
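Assay principle: reduced luminescence from a cAMP-responsive reporter in HEK293 cells co-expressing a constitutively active GLP-1R. Conditions: 24 hr compound incubation, 37 deg C, 5% CO2.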
TDP43 rescue = qHTS of TDP-43 Inhibitors. TDP-43 expressing yeast growth rescue, BacTiter-Glo, 24 h. Potency, µM (titrated, usually from 46.1 µM), for inactives: at the highest dose growth rescue (activation), usual class: activators. hit rate 1.8% among 410,000; further: % of control where 0% means no effect; nearly all actives have a fitted effect of over 50% in size
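Cell-based yeast growth screen: TDP-43 expression induced in galactose, inoculum OD600=0.02 after raffinose pregrowth to mid-log. Read-out BacTiter-Glo luminescence at 24 hr, 30 deg C; inhibition of toxicity seen as signal increase.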
SW480 rereplic = A quantitative high throughput screen for small molecules that induce DNA re-replication in SW480 colon adenocarcinoma cells. SW480 DNA re-replication, Hoechst DNA content imaging, 48 h. Potency, µM (titrated, usually from 46.1 µM), inactives show at the highest dose re-replication activation, most hits filed as activators. hit rate 1.8% among 340,000. AID 624297, 2012; further: % of control where 0% means no effect; nearly all actives have a fitted effect of over 55% in size
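Image-based read-out: total Hoechst fluorescence of nuclei (405 nm excitation, 500-530 nm emission), with hits raising the fraction of high-intensity nuclei. SW480 colon cells incubated 48 hr with compounds at 37 C.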
KB-V1 cytotox = qHTS assay for MDR1-selective chemotherapeutics: Primary screen using the drug-selected MDR subline cells KB-V1. AID 1347076, 2019. Potency, µM (highest dose often 46.1 µM), without a hit: at the top dose activity change, negative = cytotoxicity, hits mostly cytotoxic. hit rate 3.4% among 400,000. KB-V1 MDR cells viability, CellTiter-Glo, 72 h; further: on the % scale 0 is the no-effect control and ±100 the full control effect; nearly all actives have a fitted effect of over 60% in size
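KB-V1, DMEM (no phenol red) + 10% FBS; cpd pin-transferred, titration series; 72 h, 37 degrees C; CellTiter-Glo, luminescence. Data normalized, curve-fit.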
The depositor's hits bear a star; ? = inconclusive; . = no result given; & = joins results of further samples; [ ] = remark or other dose. The call rests on the fitted dose curve; in most records, active means well fitted curve in the direction sought with a large enough effect; inconclusive means small, poorly fitted or top-dose-only effect, or another doubt; inactive means no such curve, though single readings can be large; an effect the other way counts as inactive or inconclusive. Potency means the concentration at half of the fitted maximal effect.

structure | GLP1R inv ag | TDP43 rescue | KB-V1 cytotox | KB-3-1 cytotox | HT1080-NT tox | GLP1R cytotox | HT1080 IDH1KD tx | GLP-1R agonist | SW480 rereplic
Cc1ccc(N=c2ssnc2Cl)cc1 | ? | -93%[inhibitor] | 4% | ? | ? | ? | ? | 3% | ?
Oc1ccc(Br)cc1C=Nc1ccc2[nH]ncc2c1 | 12% | -5% | 18% | -2% | 17% | -4% | 18% | 0% | -1%
CCCn1c(SCC(=O)NC(=O)Nc2ccc(C)cc2C)n[nH]c1=O | -11% | -14% | 5% | 0% | 4% | -5% | 0% | -7% | 1%
O=C1c2ccccc2NC2(CCCC2)N1N=C1CCCC1 | 5% | -6% | -7% | 2% | 12% | 5% | 0% | 2% | -10%
Cc1cccc(C)c1NC(=O)c1sccc1SCC#N | 19% | -14% | -3% | 3% | 3% | 3% | -9% | -3% | 0%
O=c1c2ccccc2ncn1-c1ccccc1[N+](=O)[O-] | 10% | 15% | 1% | 2% | 23% | -2% | 8% | 5% | -5%
Cc1ccc(OCC(=O)N/N=C\c2c(C)[nH]n(-c3ccccc3)c2=O)c([N+](=O)[O-])c1 | ? | 0% | ? | ? | -16% | -2% | -23% | 3% | -2%
CCCc1nnc(NC(=O)c2ccc(N3C(=O)C4C5C=CC(C5)C4C3=O)cc2)s1 (configuration not stated) | 1% | -14% | -7% | 5% | 5% | -17% | 14%[9.24 µM] | 1% | -4%
CC1=NN(c2ccccc2)C(=O)C1c1ccccc1 (configuration not stated) | 2% | 10% | -1% | -11% | -5% | 73%[activator] | -2% | 1% | -2%
CSc1nc2ccc(S(=O)(=O)N3CCCCC3)cc2s1 | 10% | -17% | ? | ? | 5% | -6% | 2% | -9% | -7%
CN(C)C(C)(C)/C=C/C(O)(c1ccccc1)c1ccccc1 | -23% | -13%[1.82 µM] | 13% | -5% | 8% | -13% | 18% | -1% | -6%
CCOc1cc(C(=S)N2CCOCC2)ccc1OC(=O)c1cccc(C)c1 | ? | ? | -18% | 4% | -9% | -1% | -9% | 6% | 2%
O=C(Nc1ccccn1)[C@@H]1CCC(=O)N1C(=O)OCc1ccccc1 | 0% | 1% | 1% | 0% | 4% | 2% | 6% | -11% | -2%
Cc1sc(NC(=O)Nc2ccccc2)c(C(N)=O)c1C | -32% | 18% | 6% | -11% | -8% | -17% | -16% | 2% | -4%
O=C(Nc1ccccc1)c1ccc(-n2cnnn2)cc1 | 24% | 16% | 2% | 11% | 8% | -6% | 4% | 10% | -13%
COC(=O)CCCC1=CC2=CC(=O)C(C)(OC(=O)c3cccs3)C(=O)C2=CN1CC1CC1 (configuration not stated) | 4% | 6% | ? | 20% | 2% | -7% | 1% | -6% | -8%
Cc1cc2cc(CN3C(=O)c4ccccc4C3=O)ccc2[nH]1 | 31%[activator] | 25% | 7% | 6% | -3% | 3% | 6% | 24% | -4%&7%
Cn1c(CN2CCN(C(=O)c3ccc(F)cc3)CC2)nc2cc([N+](=O)[O-])ccc21 | -29% | -15% | ? | -4% | 0% | -11% | -10% | 1% | -7%
CCOc1ccc(C2=CC(c3ccccc3)n3ncnc3N2)cc1 (configuration not stated) | 15% | 18µM* | 9% | 0% | 1% | 286%[activator] | 11% | 5% | -70%[inhibitor]
O=C(Nc1ccccc1Br)N1CCC(CN2CCCC2)CC1 | 8% | -6%[9.22 µM] | 24% | 15% | . | 10% | . | . | .
COc1ccccc1OCC(=O)NNC(=O)C1CCN(c2ncnc3sc(C)c(C)c23)CC1 | ? | -12% | -30% | -4% | -15% | -16% | -19% | -5% | 1%
COCC(=O)Nc1ccc(Nc2ccccc2)cc1 | 3% | 22% | 4% | 19% | 16% | -2% | 10% | -8% | -4%
CNC(=S)N1N=C(c2ccc(Br)cc2)CC1c1ccc(N(C)C)cc1 (configuration not stated) | ? | -4%[9.22 µM] | 0% | -2% | 21% | 1% | 11% | 5% | 11%
O=C(NCc1ccc(Cl)cc1)c1ccccc1CCc1ccccc1 | ? | -20% | 21µM* | -17% | -2% | 41%[activator] | -6% | 5% | 5%
c1ccc2c(c1)nc(Nc1ccc(N3CCCCC3)cc1)c1nncn12 | 32%[activator] | -2% | -28% | -3% | -11% | 7% | -8% | 0% | -2%
Cc1cccc(NCC(=O)N/N=C\c2ccc[nH]2)c1 | -13% | 12% | 6% | 5% | -11% | -19% | -21% | 12% | -5%
Cc1ccc2nc(COc3ccccc3NC(=O)c3ccc(F)cc3)cc(=O)n2c1 | 17% | 2% | ? | 10% | . | 28% | . | . | .
COc1ccc(Cl)cc1C(=O)NNC(=S)NC(=O)c1cc(-c2ccccc2)nc2ccccc12 | 19% | 24% | ? | ? | ? | 5% | ? | 0% | ?
Cc1cc(N2C(=O)C3CC=CCC3C2=O)cc(C)c1Br (configuration not stated) | ? | 10% | 0% | 1% | -4% | -2% | -7% | 31% | -6%
Cc1n[nH]c(=O)c2c(NC(=O)COC(=O)c3cccc(OC(F)F)c3)oc(C)c12 | -5% | -15% | 2% | -5% | 0% | -2% | 0% | -3% | 5%
COc1ccc(OCC(=O)NNC(=O)Nc2cccc(Cl)c2)cc1 | -26% | -25% | -4% | 12% | -6% | -7% | -11% | -3% | -34%[inhibitor]
COc1cc(S(=O)(=O)N2CCN3CCCC3C2)ccc1-n1cnnn1 (configuration not stated) | 10% | -17% | 5% | -2% | 8% | 4% | 4% | -7% | 1%
O=C(CCn1c(=O)oc2ccccc21)N1CCc2ccccc21 | 8% | -4% | -27% | 9% | 5% | 3% | 0% | -7% | 7%
O=S(=O)(NCCCCCNS(=O)(=O)c1ccc(F)cc1)c1ccc(F)cc1 | ? | -17% | ? | -7% | -22% | -11% | -18% | -6% | -4%[9.22 µM]
CCC(CO)Oc1cc(NCc2ccccn2)c2ncn(C(C)C)c2c1 (configuration not stated) | 49%[activator] | -1% | 8% | -2% | 0% | -14% | 1% | 7% | -14%
O=C(O)/C=C/c1cnc2ccccc2n1 | 16% | 28% | ? | 11% | 1% | -5% | 11% | -4% | -12%
Cc1ccc(CSCC(=O)N/N=C/c2cccc(OC3CSC3)c2)cc1 | 7% | 21% | 3% | -1% | -10% | 7% | 13% | 4% | -10%
COc1ccc(N2CCN(CCNC(=O)c3nnc(Cc4c(F)cccc4Cl)o3)CC2)cc1 | 5% | 7% | -23% | 3% | -2% | 0% | -6% | 5% | -5%
CCN(CC)S(=O)(=O)c1cccc(NC(=O)C(=O)c2c(-c3ccccc3)cc3ccccn23)c1 | ? | 0% | 3.3µM* | -17% | 0% | -8% | -1% | -1% | 2%
Cc1ccc[n+](CC(=O)N2CCCc3ccccc32)c1 | -2% | 28% | ? | -4% | 5% | -1% | 1% | -4% | 5%

The list goes on; it opens with the 2 that closed the last part.
structure | GLP1R inv ag | TDP43 rescue | KB-V1 cytotox | KB-3-1 cytotox | HT1080-NT tox | GLP1R cytotox | HT1080 IDH1KD tx | GLP-1R agonist | SW480 rereplic
CCN(CC)S(=O)(=O)c1cccc(NC(=O)C(=O)c2c(-c3ccccc3)cc3ccccn23)c1 | ? | 0% | 3.3µM* | -17% | 0% | -8% | -1% | -1% | 2%
Cc1ccc[n+](CC(=O)N2CCCc3ccccc32)c1 | -2% | 28% | ? | -4% | 5% | -1% | 1% | -4% | 5%
CCc1cc2c(SCC(=O)N3CCN(C(=O)c4cccs4)CC3)ncnc2s1 | -26% | 12% | ? | 2% | 2% | 4% | 2% | 5% | .
CCn1nc([N+](=O)[O-])c(C(C#N)c2nc3cc(C(F)(F)F)ccc3s2)c(Cl)c1=O (configuration not stated) | 0% | ? | ? | 15µM* | 0.63µM* | 5µM* | 0.32µM* | -23% | 4.6µM*
CCOC(=O)c1[nH]c2ccc(Br)cc2c1NC(=O)CCN1CCCC(C)(C)C1 | ? | 0% | 3.3µM* | -18% | -12% | -25% | -17% | 9% | ?
CCOC(=O)C1CCN(C(=O)Cn2nc(C)n3nc(-c4ccc(CC)cc4)cc3c2=O)CC1 | 15% | 2% | -4% | -5% | 10% | -3% | 0% | -3% | ?
COc1ccc(CC2CC(=O)N(c3ccc(C)cc3)C2=O)cc1 (configuration not stated) | 14% | 8% | 0% | -1% | 15% | -13% | 7% | 1% | 2%
CNC(=S)N1CCN(C(=O)C2CCCO2)CC1 (configuration not stated) | 8% | 15% | ? | 5% | 1% | -4% | 3% | -1% | -4%
Cc1c(C)n(Cc2ccc(F)cc2)c2ccc(C(=O)NCCN3CCOCC3)cc12 | ? | 23% | -4% | -13% | -3% | -15% | 0% | 10% | -10%
Cc1ccc(Cc2c(-c3cccc(Cl)c3)nc3cc(C)c(Br)c(C)n23)cc1 | 3.2µM* | 14% | ? | -1% | -4% | 6% | -12% | 1% | .
COc1ccc(-c2cc(C(=O)Nc3cccnc3Cl)no2)cc1OC | 21%&5% | -1%&6% | ? | ? | 0% | -4%&0% | -1% | 3% | ?
Nc1cc(=O)n(Cc2ccccc2)c(=O)n1-c1ccc(F)cc1 | 39%[activator] | 0% | 6% | 0% | -8% | -7% | 3% | 10% | -3%
CCOC(=O)C1=C(CSc2nc3c(cc2C#N)CN(C)CC3)OC(N)=C(C#N)C1c1ccccc1 (configuration not stated) | 7% | -3% | 1% | 2% | 0% | 36%[activator] | 5% | 0% | -3%
CCCCNc1nc2c(S(=O)(=O)c3ccc(C)c(C)c3)nnn2c2ccsc12 | 64%[activator] | 3% | -20% | -22% | . | 4% | . | . | .
CC(=O)NC(c1ccccc1)c1nc(-c2ccc(Cl)cc2)cs1 (configuration not stated) | 7% | 15% | -12% | 0% | -1% | -3% | -6% | 18% | .
COc1cccc(CNC(=O)CCCN2C(=O)C(c3ccccc3)Oc3cccnc32)c1OC (configuration not stated) | -29% | -3% | -11% | 15% | -6% | -13% | -13% | 15% | -8%
